Source: PubChem (several laboratories)
SRC2 inh: inhibition of GAL4-SRC2 driven luciferase reporter, primary screen, SRC2 inhibitor project, cell-based, luminescence; Nuclear receptor coactivator 2 (Homo sapiens), Q15596; HEK293 GAL4-SRC2 luciferase reporter; inhibition, % at 9 µM; hit rate 0.17% among 370,000; AID 651957, 2012;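 active = inhibition above the mean inhibition of all tested compounds plus 3 SD, set per campaign, cut at about 52% in these data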;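 also: 0% = DMSO treated cells and 100% = cells given Gossypol at 36 µM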
NR2F2 inh: NR2F2 transcriptional activity inhibitors, primary screen, cell-based, luciferase reporter, HEK293T, luminescence; COUP transcription factor 2 (Homo sapiens), P24468; HEK293T NGFI-A luciferase reporter; inhibition, % at 8.6 µM; hit rate 0.7% among 370,000;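 active = inhibition above a per-plate cutoff, mean inhibition of test wells between control levels plus 3 SD, cut at about 38% in these data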;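 also: cells cotransfected with COUP-TFII expression vector driving the NGFI-A reporter; 0% = median of COUP-TF2 test wells and 100% = reporter-only cells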
TROY NFkB inh: inhibitors of TROY-driven NF-kB signaling, primary screen, Q293 LMP1-TROYcd cells, NF-kB luciferase, uHTS; Q293 LMP1-TROYcd NF-kB luciferase reporter, 4 h; inhibition, % at 10 µM; hit rate 0.98% among 360,000; AID 1347056, 2019;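 active = compounds whose plate-normalised and pattern-corrected inhibition of the luciferase reporter signal at the single screening dose is 50% or more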
NCOA1 inh: SRC1 coactivator transcriptional activity inhibitors, primary screen, cell-based, luminescence; Nuclear receptor coactivator 1 (Homo sapiens), Q15788; HEK293 GAL4-SRC1 luciferase reporter; inhibition, % at 3.6 µM; hit rate 0.12% among 360,000;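 active = inhibition above the campaign mean plus 3 SD, with each screening campaign given its own cutoff, cut at about 60% in these data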;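 also: 0% = DMSO treated cells and 100% = gossypol at 36 µM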
Exocytosis inh: LAMP-1 surface exposure blockers, TALL-104 cells – cell-based, flow cytometry, MLPCN library, primary screen; TALL-104 LAMP-1 surface exposure; cells stimulated with thapsigargin and PMA; inhibition, % at 10 µM; hit rate 0.66% among 360,000;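 active = inhibition above about 55%, limit read from the data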
NOD2 RIPK2 PPI: NOD2-RIPK2 binding disruptors in cells, primary screen, fluorescence, CHO cells, BLA complementation. CCF4 ratio. Receptor-interacting serine/threonine-protein kinase 2 (Homo sapiens), O43353. hit rate 0.38% among 360,000. inhibition, % at 4.98 µM; in the data active = inhibition above about 21%;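 also: 0% = vehicle only and 100% = reference blocker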
SRC3 inh: SRC3 coactivator transcriptional activity inhibitors, primary screen, cell-based, luminescence. hit rate 0.17% among 360,000. HEK293 GAL4-SRC3 luciferase reporter. inhibition, % at 3.6 µM;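 active = inhibition above a per-campaign cutoff, the mean of all compounds plus 3 SD, cut at about 60% in these data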;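 also: 0% = DMSO-treated cells and 100% = gossypol-treated cells at 36 µM; higher means less SRC3-driven luciferase light from the GAL4 reporter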
ABHD5 PLIN5 PPI: ABHD5-PLIN5 interaction inhibitors, primary screen, cell lysate, split luciferase complementation, luminescence | hit rate 0.78% among 360,000 | inhibition, % at 4 µM | Perilipin-5 (Homo sapiens) + 1-acylglycerol-3-phosphate O-acyltransferase ABHD5 (Homo … | Split G. princeps luciferase complementation, 4 h;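 active = inhibition above the mean inhibition across every tested compound plus 3 SD, cut at about 22% in these data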;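 also: 0% = DMSO only wells and the 100% control is not disclosed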
TLR9-MyD88 inh: inhibitors of TLR9-MyD88 association in cells, primary screen, cell-based, CHO, BLA complementation, fluorescence; Toll-like receptor 9 (Homo sapiens) + Myeloid differentiation primary response protein …; CCF4 FRET ratio; inhibition, % at 4.98 µM; hit rate 0.21% among 340,000; AID 504734, 2011;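 active = inhibition above the mean over all tested compounds plus 3 SD, cut at about 21% in these data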;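 also: 0% = DMSO only wells and 100% = clavulanate BLA inhibitor control wells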
TWEAK Fn14 block: inhibitors of TWEAK-Fn14 signaling, primary screen, luciferase reporter cells, uHTS. TWEAK-stimulated Fn14 reporter cells, luciferase luminescence, 8 h. inhibition, % at 10 µM. hit rate 2% among 360,000; in the data active = inhibition above about 50%
NR5A2 inv ag: LRH-1 (NR5A2) inverse agonists, primary screen, cell-based, luminescence, HEK293T, StAR-luciferase reporter; AID 602396, 2012; hit rate 0.13% among 360,000; inhibition, % at 3.6 µM; LRH-1 transfected, 24 h; Nuclear receptor subfamily 5 group A member 2 (Homo sapiens), O00482;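 active = inhibition above the mean inhibition of all tested compounds plus 3 SD, cut at about 73% in these data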;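 also: 0% = DMSO wells and 100% = reporter-only cells lacking LRH-1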
Starred values were filed as active, the others as inactive; nt = no result given. Some of the compounds tested; the hit share may differ from the screen's.

SMILES | SRC2 inh | NR2F2 inh | TROY NFkB inh | NCOA1 inh | Exocytosis inh | NOD2 RIPK2 PPI | SRC3 inh | ABHD5 PLIN5 PPI | TLR9-MyD88 inh | TWEAK Fn14 block | NR5A2 inv ag
COc1ccc(Cl)cc1-c1nc(SCC(=O)NCC2CCCO2)n[nH]1 (stereo not given) | -2.3 | 8.9 | -9.5 | -21.3 | -2.6 | -2.0 | -17.6 | -7.9 | 4.3 | -9.2 | 26.6
COCC1CCN(C(=O)C2CCC(=O)N(CCc3cccc(F)c3)C2)CC1 (stereo not given) | -38.2 | 7.2 | -15.8 | 4.3 | -2.1 | 7.4 | 11.0 | 8.6 | -6.7 | 6.1 | -11.8
CNC(=S)N(Cc1cccs1)Cc1cc2ccc(OC)cc2[nH]c1=O | -14.8 | -21.5 | 18.1 | 11.7 | -6.1 | 0.0 | 18.1 | 1.8 | 5.3 | 41.6 | 14.3
c1ccc(-c2nnc(SCc3cn4ccsc4n3)o2)cc1 | -25.2 | -9.4 | -31.6 | -77.9 | 0.1 | 0.3 | -21.8 | -3.6 | -6.6 | 1.2 | -48.8
COc1ccc(CCNC(=O)/C=C/c2ccc(S(=O)(=O)N3CCOCC3)cc2)cc1 | 14.5 | 4.8 | 0.1 | -5.6 | -1.2 | 1.4 | -26.3 | -4.8 | 3.6 | 4.6 | -11.6
CCN1C(=O)C(O)(C2COC(C)(C)CC2=O)c2cc(Br)ccc21 (stereo not given) | -13.1 | -6.9 | 9.1 | -13.5 | -1.8 | 7.2 | -11.7 | 0.4 | 0.3 | 5.9 | 2.8
Cc1ccc(SCc2nc(N)nc(Nc3ccccc3C)n2)c(C)c1 | -0.5 | 1.0 | -13.5 | -2.0 | -15.5 | -5.7 | 3.2 | -5.5 | 7.3 | -5.5 | -20.2
COCc1c(C(=O)N2CCN(Cc3ccc4c(c3)OCO4)CC2)oc2ccccc12 | 10.2 | -14.4 | 4.8 | -9.7 | 0.0 | 2.1 | 9.2 | 0.1 | -6.6 | -7.4 | -9.8
COc1cccc(-c2ccc3c(c2)N(Cc2ccccc2OC)C(=O)C(C)S3)c1 (stereo not given) | -25.1 | 11.1 | -3.5 | 1.5 | 31.3 | 4.3 | -4.5 | -15.0 | nt | -26.1 | 8.9
Cn1c(=O)c2c(nc(Br)n2Cc2ccccc2Cl)n(C)c1=O | 13.8 | -23.2 | -2.0 | -7.3 | -1.6 | -3.8 | 0.1 | -1.1 | -4.4 | 0.0 | -3.8
O=c1oc(-c2cccc(S(=O)(=O)N3CCOCC3)c2)nc2ccccc12 | -24.9 | 13.2 | 13.5 | 2.9 | 14.9 | -8.3 | 5.8 | -0.8 | 7.6 | 0.7 | -5.6
CCOc1ccc(C(=O)NC2CC3CCCC(C2)N3Cc2ccccc2)cc1 (stereo not given) | -8.3 | 8.9 | 4.4 | 2.1 | 4.1 | -3.9 | 8.7 | -4.9 | 3.3 | -15.6 | -10.7
Cc1ccccc1NC(=O)c1ccc2c(c1)C(=O)N(CC(C)C)C2=O | -7.5 | -1.1 | -30.9 | 8.5 | 7.5 | 2.9 | 0.8 | -2.8 | 0.6 | -16.2 | -8.8
CCOC(=O)N1CCN(C(=O)c2ccc(CN(c3ccc(C)c(C)c3)S(C)(=O)=O)cc2)CC1 | -2.9 | 6.6 | 16.2 | -32.4 | -4.0 | -0.2 | -11.4 | 5.2 | -5.9 | 17.6 | 17.4
Cc1cccc(C)c1NC(=O)C1(C)CSCC(=O)N1Cc1cccc(C(F)(F)F)c1 (stereo not given) | -24.8 | 6.8 | nt | nt | -4.2 | -6.5 | nt | -4.9 | nt | nt | 17.0
Cc1ccc(-c2nn(-c3ccc(F)cc3)cc2C(=O)NCC2CCCO2)cc1 (stereo not given) | -11.1 | -23.2 | 2.5 | -9.9 | -0.1 | -4.5 | -8.4 | -3.0 | -8.2 | -16.1 | 14.5
COc1ccc(-n2c3c(cc(C(=O)NCC(=O)c4ccccc4)c2=O)C(=O)CC(C)(C)C3)cc1 | -3.9 | -6.3 | -15.4 | 6.1 | -8.4 | -21.4 | -12.7 | 4.0 | 5.3 | -11.3 | 16.6
COc1ccc(-c2nc3cnccn3c2Nc2ccc3c(c2)OCO3)cc1 | -16.9 | -3.6 | -22.4 | -3.8 | 14.7 | -0.3 | 0.4 | 4.7 | -0.1 | -17.1 | 4.7
CCN(CC)CCCn1c2c(c(SCC(=O)Nc3ccccc3Cl)nc1=O)CCC2 | -13.7 | 6.3 | 1.9 | 1.6 | -4.6 | 4.0 | -14.1 | 10.9 | -0.1 | 1.3 | -10.1
Cc1c(C(=O)Nc2ccc(Cl)cc2)c2ccccn2c1C(=O)c1ccc([N+](=O)[O-])cc1 | -7.1 | 3.8 | -1.7 | 11.2 | 2.6 | 3.0 | -6.6 | 10.1 | 0.9 | -31.6 | 3.3
Cc1c(C)c2ccc(OCC(=O)NCCN3CCOCC3)cc2oc1=O | 11.9 | -16.7 | 5.0 | -6.2 | -0.4 | -0.8 | -3.7 | 1.4 | 5.1 | -6.6 | 22.4
CC(C)(C)c1n[nH]c2c1CCCC2 | -21.4 | 18.8 | -7.3 | 3.5 | -0.9 | 2.9 | 3.2 | 0.6 | 0.3 | -22.9 | 5.8
O=C(CN(C1CCCCC1)S(=O)(=O)c1ccc(Cl)cc1)NCc1cccnc1 | -3.1 | 1.0 | 4.1 | -4.5 | -0.1 | 7.2 | -26.8 | -4.1 | -3.8 | 9.3 | 5.9
COCCN(C(=O)COC(=O)/C=C/c1nc2ccccc2s1)c1c(N)n(Cc2ccccc2)c(=O)[nH]c1=O | -13.0 | -22.9 | -16.8 | -7.5 | -5.3 | -16.1 | -4.5 | 2.4 | 0.4 | 27.2 | -17.9
CSc1ccc(Cl)c(C(=O)N(C)CC(=O)Nc2ccc(N3CCOCC3)cc2)c1 | -23.7 | -13.8 | 0.3 | 2.9 | -3.1 | -3.5 | 0.0 | -0.5 | -2.5 | 5.2 | 10.3
CCc1c(C)sc(NC(=O)c2cc(-c3cc(OC)ccc3OC)on2)c1C#N | 0.8 | -18.8 | 0.7 | -4.7 | -1.3 | -13.4 | -16.5 | 3.5 | -9.8 | -39.3 | 21.2
COc1cc(C2C(C#N)=C(N)Oc3cc(N)ccc32)cc(OC)c1OC (stereo not given) | 15.3 | -13.7 | 23.3 | -4.0 | 3.8 | 4.4 | 22.1 | -3.3 | -3.3 | -1.6 | -8.3
COC(=O)[C@H](CCSC)NC(=O)Nc1ccc(S(N)(=O)=O)cc1 | -6.7 | 8.2 | 2.6 | 2.1 | 0.8 | 8.7 | -9.2 | -6.4 | 4.8 | -9.2 | -3.6
CC(=O)c1ccc(NC(=O)/C(=C\c2ccc(F)cc2)NC(=O)c2ccco2)cc1 | 7.5 | 3.9 | 16.1 | 4.9 | 3.8 | -7.4 | -11.3 | -6.2 | 1.4 | 10.7 | -14.9
O=C(Nc1cccc(S(=O)(=O)N2CCCC2)c1)c1cc(S(=O)(=O)N2CCOCC2)ccc1F | 14.1 | 6.7 | 10.8 | -5.2 | 1.4 | -11.4 | 4.0 | 2.7 | -6.1 | -6.2 | 3.6
COc1ccc(-c2csc(C(O)c3ccc(F)c(F)c3)n2)cn1 (stereo not given) | 11.6 | 2.0 | -14.0 | -15.2 | -1.3 | -7.3 | 11.3 | 3.5 | nt | -12.6 | -5.9
Cc1ccc(C(=O)NCCCNC(=O)COc2ccc(Cl)c(C)c2)cn1 | -27.4 | -5.4 | -4.0 | -10.7 | -4.2 | -6.3 | 18.2 | 12.6 | 1.8 | -9.8 | -6.5
CC(OC(=O)c1cc(S(=O)(=O)N2CCOCC2)ccc1F)C(=O)NCC1CCCCC1 (stereo not given) | 7.8 | 4.0 | -13.6 | 1.8 | 11.8 | 6.3 | -3.3 | 3.4 | -0.7 | 18.7 | -9.5
Oc1ccc(-c2nnc(SCC3CCCCC3)o2)cc1 | -59.8 | -37.1 | -62.5 | -95.7 | -1.3 | 9.6 | -97.7 | -19.2 | 1.5 | -7.6 | -126.2
CCCc1cc(CNC(=O)C2CCC(=O)N(Cc3ccccc3OC)C2)on1 (stereo not given) | -6.0 | -1.4 | -20.5 | -7.3 | -0.3 | -3.9 | -8.2 | -0.1 | -12.7 | -10.8 | -18.1
N#CCCc1cccc(CCC#N)c1 | -11.3 | -2.2 | 4.5 | -3.7 | -9.2 | 3.5 | 4.0 | -0.8 | 3.3 | 7.3 | 12.2
O=C(NN1CCOCC1)c1ccc(Cl)c([N+](=O)[O-])c1 | 1.6 | -8.0 | 7.6 | -7.1 | 3.9 | -7.8 | -19.3 | -4.2 | -3.5 | 2.1 | -7.5
CC(C)c1ccccc1OCCCCCNCCO | 14.3 | 7.4 | -1.7 | -5.2 | -1.1 | 2.1 | 6.0 | 4.7 | 7.4 | -15.3 | -57.5
Cc1sc2nc(CSCC(=O)Nc3ccc(C(F)(F)F)cc3)[nH]c(=O)c2c1C | -5.0 | 2.6 | 2.9 | -2.1 | -0.6 | -7.0 | -0.6 | -5.9 | 3.7 | 8.9 | 11.3
CC(=O)NC(C)(c1ccccc1)c1nc(-c2cncnc2)cs1 (stereo not given) | 0.4 | -7.0 | -4.3 | 0.6 | -3.7 | 4.0 | -14.0 | 5.4 | nt | -12.0 | -4.7
CN1OC[C@@H]2CN(C(=O)C(C)(C)C)[C@H](c3ccc(-n4ccnc4)cc3)C[C@@H]21 | 2.2 | 0.7 | 3.3 | 15.1 | 4.2 | -15.8 | 15.4 | 6.1 | nt | -25.5 | 6.2
COC(=O)[C@H]1C[C@H](O)CN1S(=O)(=O)c1ccc(Br)cc1F | -1.5 | -8.4 | -3.3 | 5.4 | -3.8 | -11.0 | -13.0 | -7.0 | -20.5 | -0.4 | -4.5
COC(=O)c1ccccc1NC(=O)CN1CCc2ccccc2C1 | -1.5 | -6.1 | 2.0 | 5.3 | -1.7 | 8.9 | 1.9 | -3.7 | 1.9 | -15.9 | -8.9
